Screens as filed in PubChem.
MRP resist rev – compounds reversing MRP-mediated drug resistance. H69AR cells + 2 uM doxorubicin, CellTiter-Glo, 72 h. differential viability (reversal), % at 10 µM. actives 0.04% (n = 85,000). AID 602;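 active = viability drop by adding the cancer drug above about 55%, with treated viability meeting a 40% cutoff, limit read from the data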;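 note: viability without doxorubicin minus viability with 2 µM doxorubicin for each compound; larger differential means the compound sensitizes cells more to doxorubicin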
Bcl-B TR3 displacers – displacers of TR3 peptide from Bcl-B, primary screen, selectivity assay for Bfl-1 inhibitor project, biochemical, fluorescence polarization. displacement, % at 20 µM, or IC50 in µM where a hit was titrated. FP displacement of FITC-TR3 peptide from Bcl-B; higher % means a stronger effect. AID 748. actives 0.11% (n = 96,000);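 active = displacement above 50% at 20 µM plus a fluorescence interference ratio under 1.5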;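 note: plate controls were wells without compound for no effect and wells lacking Bcl-B protein for full effect; a part of the inactive calls stands beside numbers as strong as those of hits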
NFkB transloc inh – blocks IL-1B driven NFkB nuclear translocation in HUVEC cells; AID 796; actives 0.43% (n = 94,000); HUVEC IL-1B NFkB p65 nuclear translocation imaging; inhibition, % at 2 µM;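 active = inhibition above about 30% together with a positive call from visual inspection of the well image, limit read from the data; inconclusive = inhibition above a set limit but visual check negative; inactive = inhibition not above a set limit, visual check negative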;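 note: nuclear over cytoplasmic p65 intensity ratio measured by imaging; 0% = IL-1B stimulated DMSO wells and 100% = unstimulated DMSO wells; values of inactives mirror those of a sister screen read the other way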
NFkB transloc pot – enhances IL-1B driven NFkB nuclear translocation; activation, % at 2 µM; HUVEC IL-1B NFkB p65 nuclear translocation imaging; actives 0.3% (n = 94,000);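 active = activation above 40%, about the mean plus 3 SD, also judged a hit on visual image review; inconclusive = activation above 40% but not a hit on visual review; inactive = activation not above 40% and no visual hit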;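 note: percent activation is computed from the nuclear over cytoplasmic p65 intensity ratio; values of inactives mirror those of a sister screen read the other way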
PLAP inhibition – inhibition of human placental alkaline phosphatase – biochemical, luminescence, HTS (AID 690). purified PLAP, luminescent substrate; higher % means a stronger effect. one-dose inhibition, % at 20 µM; IC50 in µM for titrated hits. actives 0.08% (n = 96,000); in the data active = a potency from the dose series; inactive = the rest, 99 in 100 with inhibition below about 30%; note: strong numbers were not always called active
MRP resist rev cytotoxicity – second read-out of MRP resist rev, no call of its own (marks repeat the call); viability, %; H69AR cells, CellTiter-Glo, 72 h; measured here: cytotoxicity without doxorubicin
MRP resist rev with doxorubicin – also measured in MRP resist rev; calls as there; viability, %; measured here: viability with 2 uM doxorubicin; active compounds read low
NFkB transloc inh cell count 2 µM – second read-out of NFkB transloc inh, no call of its own (marks repeat the call); cell count; measured here: cells passing quality filter;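 raw number of nuclei counted in each imaged well without normalization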
NFkB transloc pot cell count 2 µM – further read-out of NFkB transloc pot, marked with its call; cell count; measured here: cells passing quality filter
The depositor's hits bear a star; ? = inconclusive; . = not tested or not shown.

canonical_smiles	MRP resist rev	MRP resist rev cytotoxicity	MRP resist rev with doxorubicin	Bcl-B TR3 displacers	NFkB transloc inh	NFkB transloc inh cell count 2 µM	NFkB transloc pot	NFkB transloc pot cell count 2 µM	PLAP inhibition
O=C(CCCC(=O)N(CC(=O)NC1CCCCC1)Cc1ccco1)Nc1ccccn1	7	86	79	-1%	.	.	.	.	-8%
CCOC(=O)C1=C(CC)OC(N)=C(C#N)C1c1cc(OC)ccc1OC (stereo unspecified)	.	.	.	-10%	.	.	.	.	-22%
O=C(NC1CCCCC1)C(c1ccc(Cl)cc1)N1CCC2(CC1)OCCO2 (stereo unspecified)	10	91	81	2%	-6	143	6	143	-41%
COc1ccc(NC(=O)CN(c2cccc(F)c2)S(C)(=O)=O)cc1OC	-18	92	110	-6%	-8	124	8	124	12%
COc1ccc(OCc2nnc(SCC(=O)N3c4ccccc4Sc4ccc(Cl)cc43)o2)cc1	.	.	.	-3%	-15	143	15	143	-2%
Cc1ccc(Cn2c(=S)[nH]c3ccc(N4CCOCC4)cc3c2=O)o1	-17	6	23	11%	.	.	.	.	-50%
Cc1nc(C(=O)Nc2ccc(Cl)cc2Cl)nn1-c1cc(OC(C)C)c(Cl)cc1Cl	.	.	.	-2%	-16	138	16	138	-22%
Cc1ccc(-c2nnn(CC(=O)O)n2)cc1	5	96	91	-1%	-10	81	10	81	19%
CCc1nnc(NC(=O)CSc2nnc(C3CCCCC3)n2-c2cccc(Cl)c2)s1	43	62	19	.	-3	112	3	112	.
CCOC(=O)CCSc1nc(-c2ccccc2)cc(C(F)(F)F)n1	6	84	78	.	11	101	-11	101	.
CCC(=O)NCCNC(=O)c1c(SC)nsc1SC	4	91	87	6%	-14	142	14	142	-2%
c1ccc(-c2noc(CSc3nnnn3-c3ccccc3)n2)cc1	4	99	95	-3%	3	206	-3	206	31%
CCCCSC1(SCCCC)N=C(N)C2(C#N)C(c3ccccc3)NC(C)=CC12C#N (stereo unspecified)	6	100	95	-20%	7	166	-7	166	-6%
O=C1CC(c2ccccc2)CC(O)=C1C=NCCN1CCNCC1 (stereo unspecified)	-12	85	98	-12%	24	132	-24	132	13%
CCn1cc(C(=O)OC(C)C(=O)Nc2c(C)n(C)n(-c3ccccc3)c2=O)c(=O)c2ccc(C)nc21 (stereo unspecified)	-40	55	94	-8%	-32	159	32	159	-75%
CNS(=O)(=O)c1ccc(NC(=O)C(CCSC)NC(N)=O)cc1 (stereo unspecified)	4	94	90	-14%	-2	128	2	128	-54%
COC(=O)c1cn(C(=O)c2cccs2)c2ccccc12	3	97	94	-1%	10	8	-10	8	12%
O=C(Nc1ccccc1)NC1CCN(CCCN2C(=O)c3ccccc3C2=O)CC1	-6	87	92	2%	9	106	-9	106	-18%
Cc1nc(NCCO)c(C#N)c2c1COC(C)(C)C2	.	.	.	-10%	6	120	-6	120	-7%
COCCNC(=O)CN1CCOc2ccccc21	-3	98	101	-10%	0	175	0	175	13%
Cc1ccc(C)c(S(=O)(=O)c2c(N)n(/N=C/c3ccco3)c3nc4ccccc4nc23)c1	10	82	72	5%	13	201	-13	201	-47%
CCSC1=NCN(CCCC(=O)O)CN1	.	.	.	-2%	-16	206	16	206	-1%
CCN1CCc2nc(NC(=O)C(c3ccccc3)c3ccccc3)sc2C1	-11	54	65	5%	-1	150	1	150	-67%
CCOC(=O)c1c(C)nc2c(c1C)c(=O)oc1ccccc12	6	98	92	.	-18	99	19	99	.
Cc1nn2c3c(cnc2c1-c1ccccc1)C(=O)CCC3	-3	83	87	-9%	-2	130	2	130	23%
CC(CCc1ccccc1)NC(=O)COC(=O)C1=COCCO1 (stereo unspecified)	14	100	86	2%	-1	147	1	147	-8%
Cc1ccc(NC(=O)COn2nnc3ccc(S(=O)(=O)N(C)C)cc32)cc1F	-11	49	61	8%	-4	67	4	67	-39%
CN(CC1COc2ccccc2O1)C(=S)Nc1ccccc1 (stereo unspecified)	.	.	.	.	-13	194	13	194	.
CCS(=O)(=O)NCCc1cc2cc(C)c(C)cc2[nH]c1=O	7	86	79	0%	7	80	-7	80	7%
COc1ccc(/C=C/C(=O)OC(C)CN2CCOCC2)cc1 (stereo unspecified)	.	.	.	6%	-3	117	3	117	-20%
O=C(Cn1cnc2ccccc2c1=O)NCC(=O)N1CCN(c2ccccn2)CC1	4	109	105	-8%	.	.	.	.	9%
Cc1cccc(C)c1N/C=C/c1onc(C)c1[N+](=O)[O-]	7	101	94	-2%	-10	71	10	71	-10%
Cc1ccccc1-n1c(Cn2c(=O)sc3ccccc32)nnc1SCC(=O)N1CCOCC1	17	97	80	41%	-3	144	3	144	-54%
N#C/C(=C(/O)CN1CCN(c2ccccc2F)CC1)c1nc(-c2ccccc2)cs1	10	84	74	-3%	-23	150	23	150	0%
c1ccc(Cc2nnc3sc(Nc4ccccc4)nn23)cc1	.	.	.	-11%	-16	155	16	155	6%
c1ccc(C2OC3c4cccc5cccc(c45)C3N2c2ccccc2)cc1 (stereo unspecified)	-4	67	72	.	0	142	0	142	.
CCC(C)NC(=O)CCNS(=O)(=O)c1ccc(Br)cc1 (stereo unspecified)	7	101	93	-4%	.	.	.	.	15%
NC(=O)C1CCCN(Cc2ccc(Cl)cc2)C1 (stereo unspecified)	11	95	84	-2%	-3	86	3	86	-25%
CC(=O)c1ccc(NC(=O)C2CCC(C)NC2=O)cc1 (stereo unspecified)	-6	98	104	-3%	4	173	-4	173	-2%
Cc1nn(Cc2ccc(Cl)cc2Cl)c(C)c1NC(=O)c1sc2ccccc2c1Cl	.	.	.	2%	3	139	-3	139	12%
CCOC(=O)c1c(C)oc2c1c1c(c3ccccc32)OCN(Cc2cccnc2)C1	-2	12	13	5%	-8	153	8	153	-46%
O=C1Nc2ccccc2C1=Nc1ccc(-c2nnc3n2CCCCC3)cc1	1	85	84	-2%	.	.	.	.	12%
Nc1nc(N)nc(-c2ccc(Oc3ccccc3)cc2)n1	-46	56	102	5%	4	100	-5	100	7%
CCCCc1c(C)c(C#N)c2nc3ccccc3n2c1Nc1c(C)n(C)n(-c2ccccc2)c1=O	45	65	20	1%	1	158	-1	158	-6%
COc1ccc(NC(=O)CN2c3cccc4cccc(c34)S2(=O)=O)c(OC)c1	4	82	78	-14%	-1	148	1	148	-61%
CNc1c([N+](=O)[O-])ncn1C	2	99	97	0%	-16	186	16	186	26%
C=CCOc1ccc(/C(O)=C2/C(=O)C(=O)N(CCCN3CCOCC3)C2c2ccc(OC)cc2)cc1 (stereo unspecified)	-11	92	103	.	-12	119	12	119	.
CCOc1ccc(NC(=O)CSc2nnc(-c3ccccc3Cl)n2Cc2ccco2)cc1	-7	80	87	-44%	-13	118	13	118	-24%
Cc1ccc(NS(=O)(=O)c2ccc(NC(=O)c3ccc(Br)o3)cc2)c(C)c1	10	74	65	4%	5	110	-5	110	-4%
COc1ccc(Cn2c(=O)[nH]c3cc(C(=O)N4CCN(Cc5ccccc5)CC4)ccc3c2=O)cc1	26	80	53	-12%	-12	128	12	128	-23%

Next section
canonical_smiles	MRP resist rev	MRP resist rev cytotoxicity	MRP resist rev with doxorubicin	Bcl-B TR3 displacers	NFkB transloc inh	NFkB transloc inh cell count 2 µM	NFkB transloc pot	NFkB transloc pot cell count 2 µM	PLAP inhibition
CCC(C)c1ccc(OCCN2CCCC2)cc1 (stereo unspecified)	-2	81	82	1%	-8	138	8	138	7%
Cc1ccc(Nc2nc(N3CCOCC3)c3ccccc3n2)cc1	-11	65	75	2%	7	104	-7	104	-16%
CCn1c(SCC(=O)Nc2cc(C)on2)nnc1-c1cccs1	14	106	92	-3%	4	142	-4	142	20%
COCCN1C(=O)C(=O)/C(=C(/O)c2cccc(OC)c2)C1c1ccncc1 (stereo unspecified)	.	.	.	8%	-8	147	8	147	-13%
OC(CN1C2=NCCCN2c2ccccc21)c1ccc2c(c1)OCO2 (stereo unspecified)	5	104	99	5%	2	96	-1	96	37%
CCOC(=O)c1[nH]c(C)c(C(=O)OCC(=O)NC(=O)NC(C)(C)C)c1C	18	82	64	-2%	-15	225	15	225	4%
CC(C)(C)c1ccc(S(=O)(=O)NCC(=O)N2CCN(C(=O)c3ccco3)CC2)cc1	15	94	78	-8%	-8	124	7	124	-21%
Cc1cc(C)nc(SCc2nc3ncccn3c2Br)n1	1	91	90	0%	-2	158	2	158	8%
CSc1nc(Sc2cccc(Cl)c2)c2ccccc2n1	.	.	.	-2%	16	105	-16	105	16%
CC(C)COc1ccc(C(=O)N/C(=C\c2cccc([N+](=O)[O-])c2)C(=O)OC(C)C)cc1	.	.	.	-5%	0	181	0	181	6%

Continued; the last 4 above are carried over.
canonical_smiles	MRP resist rev	MRP resist rev cytotoxicity	MRP resist rev with doxorubicin	Bcl-B TR3 displacers	NFkB transloc inh	NFkB transloc inh cell count 2 µM	NFkB transloc pot	NFkB transloc pot cell count 2 µM	PLAP inhibition
CC(C)(C)c1ccc(S(=O)(=O)NCC(=O)N2CCN(C(=O)c3ccco3)CC2)cc1	15	94	78	-8%	-8	124	7	124	-21%
Cc1cc(C)nc(SCc2nc3ncccn3c2Br)n1	1	91	90	0%	-2	158	2	158	8%
CSc1nc(Sc2cccc(Cl)c2)c2ccccc2n1	.	.	.	-2%	16	105	-16	105	16%
CC(C)COc1ccc(C(=O)N/C(=C\c2cccc([N+](=O)[O-])c2)C(=O)OC(C)C)cc1	.	.	.	-5%	0	181	0	181	6%
CCOC(=O)c1[nH]c2ccc(F)cc2c1N=C(C)N(CC)CC	6	83	78	-4%	.	.	.	.	19%
CC(=O)C1=NN(c2ccccc2)C(c2cccs2)N1c1ccc(N(C)C)cc1 (stereo unspecified)	10	93	83	-23%	9	163	-9	163	-44%
CC(C)Sc1oc(-c2ccco2)nc1S(=O)(=O)c1ccccc1	.	.	.	.	7	84	-7	84	.
Cc1ccc(S(=O)(=O)c2nc(NC3CCS(=O)(=O)C3)sc2Cl)cc1 (stereo unspecified)	11	95	84	2%	-42	132	?	.	13%
CCC1(C)Cc2c(sc3nn[nH]c(=O)c23)CO1 (stereo unspecified)	1	91	90	5%	-1	127	1	127	3%
CCCOc1ccccc1-c1nc2c([nH]1)c(=O)[nH]c(=O)n2C	10	81	71	30%	-20	135	20	135	14%
O=C(CN1CCN(c2ccccc2F)CC1)c1ccc2c(c1)OCO2	.	.	.	-4%	3	172	-3	172	-1%
CC(C)CCn1c(SCCN2CCOCC2)nc2c1c(=O)[nH]c(=O)n2C	8	86	79	0%	-6	70	6	70	-58%
CCCC1=C(C(=O)OCC)C(c2ccccc2OC)NC(=O)N1 (stereo unspecified)	16	105	89	2%	9	144	-9	144	22%
CC(C)Sc1oc(-c2ccco2)nc1S(=O)(=O)c1ccc(F)cc1	.	.	.	.	-10	178	10	178	.
CCCCSc1nnc([C@H](CC(C)C)NC(=O)OC(C)(C)C)o1	6	97	91	-3%	-7	168	7	168	-41%
COc1ccc(NC(=O)CCCn2c(=S)[nH]c3ccccc3c2=O)cc1	-4	56	60	1%	-19	193	19	193	9%
CCCOc1ccc(C(=O)NNC(=S)NC(=O)CC)cc1	.	.	.	-9%	-5	113	5	113	-16%
CN1CCN(C(=O)c2c(O)c3cccc4c3n(c2=O)CCC4)CC1	1	101	101	3%	1	90	-1	90	-11%
N#CC1=C(N)C(C#N)(C#N)C(c2cccnc2)C2CC(c3ccccc3)CC=C12 (stereo unspecified)	0	2	1	-3%	-7	165	7	165	-3%
O=C(Oc1ccc(Cl)cc1)c1ccc(COC(=O)c2cnccn2)cc1	1	96	95	-6%	-6	58	6	58	0%

Some of the compounds tested, so the mix of outcomes need not match the whole.
